PI5P4Ka inh: inhibitors of human PI5P4K alpha; P48426; PI5P4Kalpha enzyme, ADP-Glo luminescence, 60 min; hits give low values; max response, %; 330,000 tested, 1.2% active; active means max response of -50% or lower; inconclusive means between -30% and -50%; inactive means -30% or higher; further: value at the top dose of about 77 µM; on the % scale 0 is the no-effect control and ±100 the full control effect
Target sequence (P48426 whole entry, looked up): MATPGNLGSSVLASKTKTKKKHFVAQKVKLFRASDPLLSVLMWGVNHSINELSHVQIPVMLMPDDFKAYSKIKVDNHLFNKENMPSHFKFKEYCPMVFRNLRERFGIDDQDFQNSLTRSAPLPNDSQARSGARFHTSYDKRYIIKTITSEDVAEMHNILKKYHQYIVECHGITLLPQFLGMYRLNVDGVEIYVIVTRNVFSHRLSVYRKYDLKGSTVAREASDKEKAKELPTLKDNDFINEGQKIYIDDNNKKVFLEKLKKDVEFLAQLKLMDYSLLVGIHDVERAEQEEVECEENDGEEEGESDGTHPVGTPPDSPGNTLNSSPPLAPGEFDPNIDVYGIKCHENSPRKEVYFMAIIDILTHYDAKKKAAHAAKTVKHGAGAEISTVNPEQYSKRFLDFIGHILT
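ADP-Glo luminescence end-point after a 60 min room-temperature kinase reaction. PI5P4Kalpha and substrate in HEPES pH 7.4 buffer with EGTA, 0.1% CHAPS and 5% DMSO; ATP at 5 microM final.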
WRN helicase inh: blocks human WRN helicase. 360,000 tested, 0.46% active. AID 651768. Potency, µM (highest dose often 114 µM), for inactives: top-dose activity change, negative = inhibition, most hits filed as inhibitors. Q14191. WRN helicase unwinding, fluorescent forked duplex, kinetic; further: potency means the concentration at half of the fitted maximal effect; on the % scale 0 is the no-effect control and ±100 the full control effect; nearly all actives have a fitted effect of over 55% in size
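Screening of the MLSMR collection measured strand separation of a quenched forked DNA duplex (100 nM) by 20 nM WRN with 2 mM ATP, all final. Compounds were preincubated with enzyme 15 min at room temperature.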
CCT modulator: modulators of cytosolic chaperonin (CCT/TRiC) activity | purified chaperonin ATPase assay, HTRF ADP detection, 30 min | activity change, % (test concentration not listed), hits read low | 360,000 tested, 0.3% active; in the data active means activity change below about -30%; further: on the % scale 0 is the no-effect control and ±100 the full control effect
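We incubate TRiC, 40 or 20 nM final, with library compounds at 76 uM and 10 uM ATP for 30 min at 37 °C. ADP formed is detected with Transcreener HTRF reagents after 30 min at room temperature.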
EPAC2 antagonist: blocks human EPAC2 exchange factor. Q8WZA2. EPAC2 GEF exchange of Rap1B-BODIPY-GDP, fluorescence. Potency, µM (top dose mostly 114 µM), for the others: top-dose activity, negative = inhibition, usual class: inhibitors. 360,000 tested, 0.18% active; further: potency means the concentration at half of the fitted maximal effect; on the % scale 0 is the no-effect control and ±100 the full control effect; nearly all actives have a fitted effect of over 45% in size; many of its hits are not listed in these tables
EPAC1 ag: EPAC1 (human) agonism; O95398; EPAC1 agonist qHTS, biochemical assay; response scale: 100% = response to 6.5 mM cAMP; Potency, µM (doses to about 154 µM), inactives show at the highest dose activation, hits mostly activators; 360,000 tested, 0.073% active; AID 720707; further: potency means the concentration at half of the fitted maximal effect; nearly all actives have a fitted effect of over 60% in size
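EPAC1 100 nM, Rap1B–BODIPY-GDP 250 nM, unlabeled GDP 50 uM; compound titration; 5 min RT; kinetic read ex480/em540 at 5-min intervals ×30 min; data normalized to 6.5 mM cAMP agonist control.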
EPAC1 antagonist: antagonists of human EPAC1; EPAC1 GEF assay, Rap1b-BODIPY-GDP exchange fluorescence; Potency, µM (doses to about 115 µM), inactives show at the highest dose activity change, negative = inhibition, usual class: inhibitors; 360,000 tested, 0.14% active; AID 720709;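 further: potency means the concentration at half of the fitted maximal effect; plate controls were vehicle for no effect and positive control for full effect; nearly all actives have a fitted effect of over 50% in size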
PLK1 PBD block: blocks phosphopeptide binding to human PLK1 polo-box domain; Potency, µM, for the others: max response, negative = inhibition, hits mostly inhibitors; 360,000 tested, 2.8% active; AID 720504; Plk1 PBD binding of FITC phosphopeptide, fluorescence polarization; further: potency means the concentration at half of the fitted maximal effect; series mostly up to about 57 µM; on the % scale 0 is the no-effect control and ±100 the full control effect; nearly all actives have a fitted effect of over 65% in size
Target sequence (P53350 whole entry, looked up, the tested form may be a part): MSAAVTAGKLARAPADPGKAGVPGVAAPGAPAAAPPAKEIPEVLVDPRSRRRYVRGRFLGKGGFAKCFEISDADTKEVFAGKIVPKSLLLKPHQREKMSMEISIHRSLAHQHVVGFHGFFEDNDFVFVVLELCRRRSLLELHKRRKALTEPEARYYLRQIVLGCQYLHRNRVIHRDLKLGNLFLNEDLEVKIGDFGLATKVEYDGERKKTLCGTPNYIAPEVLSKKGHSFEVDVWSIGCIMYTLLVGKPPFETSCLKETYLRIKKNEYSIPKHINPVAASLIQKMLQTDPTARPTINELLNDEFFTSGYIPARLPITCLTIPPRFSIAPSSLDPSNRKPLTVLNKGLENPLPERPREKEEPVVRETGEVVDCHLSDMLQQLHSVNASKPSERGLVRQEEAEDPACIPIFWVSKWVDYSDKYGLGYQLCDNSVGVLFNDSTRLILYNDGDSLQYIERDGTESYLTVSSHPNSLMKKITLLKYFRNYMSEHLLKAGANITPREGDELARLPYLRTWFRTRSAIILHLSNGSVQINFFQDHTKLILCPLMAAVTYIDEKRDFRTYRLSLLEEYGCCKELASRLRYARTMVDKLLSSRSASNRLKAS
Mm-Cpn inhibitor: inhibitors of Methanococcus maripaludis chaperonin (MmCpn); AID 504842; purified Mm-Cpn ATPase, ADP Transcreener TR-FRET; 330,000 tested, 0.031% active; Potency, µM (top dose mostly 76.9 µM), inactives show at the highest dose activity, negative = inhibition, hits mostly inhibitors; further: potency means the concentration at half of the fitted maximal effect; on the % scale 0 is the no-effect control and ±100 the full control effect; nearly all actives have a fitted effect of over 80% in size
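ATP (10 uM final) was added to archaeal chaperonin (25 nM final) after 10 min exposure to test compound at 37°C; after 30 min further incubation, ADP was detected by competitive TR-FRET.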
* marks the source's active call; other numbers are inactive results; ? = inconclusive; / = not tested or not shown; & = joins results of further samples. Unless noted, the call rests on the fitted dose curve; in most records, active means well fitted curve in the direction sought with a large enough effect; inconclusive means small, poorly fitted or top-dose-only effect, or another doubt; inactive means no such curve, though single readings can be large; an effect the other way counts as inactive or inconclusive. Only part of the results is shown; the hit share may differ from the screen's.

SMILES	PI5P4Ka inh	WRN helicase inh	CCT modulator	EPAC2 antagonist	EPAC1 ag	EPAC1 antagonist	PLK1 PBD block	Mm-Cpn inhibitor
CC1CCN(C(=O)C(Cc2ccccc2)NS(=O)(=O)c2ccc3c(c2)oc(=O)n3C)CC1 (stereo not drawn)	0	1%	-0.1	6%	-6%	10%	3%	0%
COC(=O)c1cn(C(=O)c2ccc(Br)o2)c2ccccc12	13	-6%	-1.5	0%	0%	3%	-8%	0%
CSc1nc(-c2ccc(Cl)cc2)c(C#N)c(=O)[nH]1	-18	-8%	-2.8	?	2%	13%	-3%	1%
Cc1cnc(C(=O)NCc2ccc(Cl)cc2Cl)cn1	5	-8%	-4.2	-18%	-8%	?	0%	1%
CC(C)OP(=O)(OC(C)C)C1(O)C(=O)Nc2ccccc21 (stereo not drawn)	-4	4%	-12	-1%	5%	7%	-6%	1%
CCOc1ccc(Cn2ccnc2)cc1[N+](=O)[O-]	-6	-19%	-3.4	-1%	9%	-1%	0%	1%
Cc1ccc(S(=O)(=O)NCC(=O)N(CC(=O)NCC2CCCO2)c2ccc(Cl)cc2)cc1 (stereo not drawn)	-2	3%	-0.5	5%	-2%	-6%	4%	1%
Cc1cc(C)c(S(=O)(=O)Nc2ccc(O)cc2)cc1C	-3	1%	-2.9	2%	-2%	4%	-7%	0%
COc1ccc(CCNC(=O)c2ccc(CS(=O)(=O)Cc3cccc(C)c3)o2)cc1OC	-2	6%	-8.2	-4%	-11%	-1%	-11%	-4%
S=c1nc(SCc2ccccc2)[nH]c2ccccc12	-1	-8%	-1.9	-5%	14%	-12%	?	-10%
Clc1cccc(N2CCN(CCNc3nc4ccccc4n4cnnc34)CC2)c1	/	-11%	1.1	0%	1%	9%	-1%	-1%
COc1cc(/C=C/C(=O)Nc2ccc3[nH]c(=O)[nH]c3c2)cc(OC)c1OC	1	-31%	-0.9	-5%	6%	3%	3%	1%
CN(C)c1nc(-c2cn(CCC#N)c3ccccc23)cs1	0	-23%	-0.1	-1%	3%	3%	27µM*	-2%
CCOc1ccc(Cc2nc(N)nc(N)n2)cc1	0	0%	0.4	-2%	4%	6%	1%	-1%
CCOc1ccc(CN2CCN(Cc3cccc4c3OCO4)CC2CCO)cc1 (stereo not drawn)	0	5%	-3.1	4%	5%	-3%	-8%	0%
CC(c1ccon1)N(C)C(=O)c1ccc2nc(Cc3cccc(Cl)c3)oc2c1 (stereo not drawn)	-1	-10%	2.9	-12%	-6%	-10%	-7%	1%
COc1ccc(CCn2c(=N)c(C(=O)NCCN3CCOCC3)cc3c(=O)n4cccc(C)c4nc32)cc1OC	15	16%	-2.5	-13%	21%	11%	-9%	-5%
COC(=O)Nc1ncc(CN2C(=O)c3ccccc3C2=O)s1	/	-2%	-0.4	5%	-9%	11%	-6%	-1%
c1ncn(C23CC4CC(CC(C4)C2)C3)n1	4	-6%	0.3	0%	-3%	4%	-8%	2%
CCN1C[C@@H]2[C@@H]3C(=O)N(Cc4ccccc4)C(=O)[C@@H]3[C@](C)(C1=O)N2C(=O)c1ccc(C(F)(F)F)cc1	3	7%	-1.5	-8%	-17%	-10%	-2%	/
Cc1nnc(SCC(=O)NCCN2C(=O)CSC2=O)n1-c1ccccc1	-1	-6%	-0.8	2%	-7%	2%	-12%	0%
N/C(=N\OC(=O)CCCOc1ccccc1)c1cccc([N+](=O)[O-])c1	4	-4%	-2.9	-10%	5%	-9%	-20%	1%
CNC(=O)NC(=O)COc1ccc2oc3c(c2c1)CCCC3	3	0%	-4.1	-10%	-3%	-17%	-10%	-1%
COCCNC(=O)c1ccc(NC(=O)C2(c3ccccc3)CCCC2)cc1	2	-1%	-3.2	3%	8%	-15%	3%	0%
O=S(=O)(c1ccc(Cl)cc1)N1CCN(Cc2cccnc2)CC1	5	15%	1.5	10%	2%	-1%	-13%	2%
C[C@H]1COC(=O)[C@H](Cc2ccc(F)cc2)CC/C=C/C[C@@H](CC(=O)N[C@@H](CO)Cc2ccccc2)C(=O)N1	1	0%	0.3	-3%	-6%	4%	1%	0%
N#CC12C(=O)NC(=O)C1(C#N)C21CCCC1 (stereo not drawn)	-6	11%	2.3	-3%	10%	-3%	-1%	/
CC(C)c1ccc(/C=C/c2[nH]c(=O)[nH]c(=O)c2[N+](=O)[O-])cc1	-57*	2%	0.1	-10%	15%	?	-6%	-1%
O=C(NCC(=O)N1CCN(Cc2ccccc2)CC1)c1cccs1	-1	0%	0.3	10%	0%	-3%	1%	2%
CCC(=O)CN(Cc1cc(OC)ccc1OC)S(=O)(=O)c1ccccc1Br	6	-3%	0.7	?	1%	-17%	-7%	0%
CCS(=O)(=O)N1CCN(c2ncnc3sc(C)c(C)c23)CC1	0	2%	2.0	7%	2%	-1%	3%	-1%
CCC(C)NC(=O)CN1C(=O)COc2ccc(S(=O)(=O)N3CCOCC3)cc21 (stereo not drawn)	8	0%	-2.1	2%	14%	15%	-8%	0%
Cc1nc(SCC(N)=O)[nH]c(=O)c1CCC(C)C	0	3%	0.2	0%	3%	3%	-6%	0%
CC(=O)Nc1ccnc(-c2cccnc2)n1	/	-2%	-0.4	11%	2%	0%	-9%	1%
O=C1NC(=O)C2(COC(c3cccc([N+](=O)[O-])c3)OC2)S1 (stereo not drawn)	-14	3%	-1.6	-1%	0%	-5%	?	1%
COc1ccc(-c2cc(N3C(=O)Nc4ccccc4N3O)n[nH]2)c(OC)c1	0	4%	-2.5	-27%	7%	-7%	-1%	3%

A portion from further up, for reference:
SMILES	PI5P4Ka inh	WRN helicase inh	CCT modulator	EPAC2 antagonist	EPAC1 ag	EPAC1 antagonist	PLK1 PBD block	Mm-Cpn inhibitor
O=S(=O)(c1ccc(Cl)cc1)N1CCN(Cc2cccnc2)CC1	5	15%	1.5	10%	2%	-1%	-13%	2%
C[C@H]1COC(=O)[C@H](Cc2ccc(F)cc2)CC/C=C/C[C@@H](CC(=O)N[C@@H](CO)Cc2ccccc2)C(=O)N1	1	0%	0.3	-3%	-6%	4%	1%	0%
N#CC12C(=O)NC(=O)C1(C#N)C21CCCC1 (stereo not drawn)	-6	11%	2.3	-3%	10%	-3%	-1%	/

Remaining list, next part.
SMILES	PI5P4Ka inh	WRN helicase inh	CCT modulator	EPAC2 antagonist	EPAC1 ag	EPAC1 antagonist	PLK1 PBD block	Mm-Cpn inhibitor
Cc1ccc(OCCOCCNC(C)C)c(Br)c1	0	7%	-3.8	-4%	-4%	9%	-3%	0%
O=c1c2ccccc2nc(-c2ccc(Cl)cc2)n1C1CCS(=O)(=O)C1 (stereo not drawn)	0	-8%	1.0	-4%	4%	2%	-2%	/
CS(=O)(=O)N(CC(=O)N1CCOCC1)c1ccccc1	0	-2%	0.2	5%	3%	0%	0%	0%
O=C1NCC(c2ccccc2)(c2ccccc2)C(=O)N1	-1	-1%	-0.9	5%	0%	-4%	-8%	/
Cc1cccc(C(=O)N/N=C/c2cc(Br)c(Br)o2)c1	-15	-12%	-0.3	-4%	2%	9%	0%	2%
CCC(C)Sc1cc(-c2nc3ccc(C)cn3c2NCc2ccccc2)ccc1OC (stereo not drawn)	8&15	-12%	-1.0	-24%&-11%	-3%&-8%	-7%&-19%	0%	/
CCC(=O)Nc1cccc(-n2nnnc2SCC(=O)N2CCCCC2)c1	1	-2%	0.8	6%	-1%	17%	-6%	3%
COc1ccc(CCNc2c(C=O)c(=O)[nH]c3ccccc23)cc1OC	-2	-6%	0.2	2%	5%	-15%	-8%	0%
O=C(NCC1CCCO1)c1cccc(Oc2ccc([N+](=O)[O-])cc2Cl)c1 (stereo not drawn)	1	1%	-2.7	0%	-6%	9%	-9%	-2%
CN1CCN(S(=O)(=O)c2ccc(Cl)cc2)CC1	14&-5	0%&-10%	-1.2&-3.3	-1%&0%	3%&3%	-12%&4%	-3%&-15%	0%
Cn1c(/C(C#N)=C(\O)c2ccc([N+](=O)[O-])s2)nc2ccccc21	2	-2%	1.1	-2%	10%	12%	-4%	1%
CCOc1ccc(CNC(=O)CCCn2nc(C)c3c(C)n(-c4ccc(C)cc4)nc3c2=O)cc1	-4	9%	-3.1	6%	9%	9%	-15%	2%

Entries of single compounds from above.
CCC(C)Sc1cc(-c2nc3ccc(C)cn3c2NCc2ccccc2)ccc1OC (stereo not drawn) in the list: PI5P4Ka inh: 8&15; WRN helicase inh: -12%; CCT modulator: -1.0; EPAC2 antagonist: -24%&-11%; EPAC1 ag: -3%&-8%; EPAC1 antagonist: -7%&-19%; PLK1 PBD block: 0%; Mm-Cpn inhibitor: /
COc1ccc(CCNc2c(C=O)c(=O)[nH]c3ccccc23)cc1OC in the list: PI5P4Ka inh: -2; WRN helicase inh: -6%; CCT modulator: 0.2; EPAC2 antagonist: 2%; EPAC1 ag: 5%; EPAC1 antagonist: -15%; PLK1 PBD block: -8%; Mm-Cpn inhibitor: 0%

Next structures
SMILES	PI5P4Ka inh	WRN helicase inh	CCT modulator	EPAC2 antagonist	EPAC1 ag	EPAC1 antagonist	PLK1 PBD block	Mm-Cpn inhibitor
CNC(=S)N(CCO)Cc1cc2cc3c(cc2[nH]c1=O)OCO3	-11	5%	-0.3	9%	-8%	-25%	-21%	0%
CC(=O)c1ccc(OCC(=O)c2ccc(-c3ccccc3)cc2)cc1	-10	?	1.6	-3%	8%	4%	1%	-11%
COCC(=O)Nc1ccc(Br)cc1C	1	0%	-0.2	0%	-4%	-1%	-11%	0%
Cc1cccc(-c2nnc(NC(=O)c3ccc(Cl)cc3)o2)c1	/	11%	-1.3	8%	-1%	21%	-19%	-2%
Cc1c(CCO)c(=O)[nH]n1S(=O)(=O)c1cccc(C(F)(F)F)c1	1	4%	-2.0	2%	2%	-21%	-7%	-8%
CC(C)c1ccc(C(=O)N2CCN(CCO)CC2)cc1	3	-2%	-0.6	-6%	10%	17%	-15%	-4%
CCCCCC(=O)N1C[C@@H](n2cc(-c3ccc(F)cc3)nn2)[C@H](O)C[C@@H]1c1ccc(OC)cc1	6	-6%	-0.7	3%	-16%	-28%	-16%	/
COC(=O)c1cccc(C23CC4(C2)[C@H](CN(Cc2ccc(-c5ccccc5)cc2)[C@@H]4c2ccccc2)C3c2ccc(Cl)nc2)c1 (stereo partly drawn)	2	6%	-4.1	5%	-4%	7%	?	-1%
